EBV LMP1 NFkB: Epstein-Barr LMP1 NF-kappaB reporter inhibition; LMP1-induced NF-kappaB luciferase reporter cells, luminescence; inhibition, % at 12.5 µM; 0.69% of 350,000 active; in the data active = inhibition above about 41%;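 also: 0% = neutral control wells and 100% = reference inhibitor control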
NR2F2 inh: NR2F2 (human) inhibition, primary screen; P24468; HEK293T NGFI-A luciferase reporter, luminescence; inhibition, % at 8.6 µM; 0.7% of 370,000 active;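 active = inhibition above a per-plate cutoff, mean inhibition of test wells between control levels plus 3 SD, cut at about 38% in these data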;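 also: cells cotransfected with COUP-TFII expression vector driving the NGFI-A reporter; 0% = median of COUP-TF2 test wells and 100% = reporter-only cells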
TLR9-MyD88 block: blocks human TLR9 binding to MyD88. inhibition, % at 4.98 µM. CHO BLA complementation TLR9-MyD88, CCF4 FRET ratio. Q9NR96+Q99836. AID 504734. 0.21% of 340,000 active;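 active = inhibition above the mean over all tested compounds plus 3 SD, cut at about 21% in these data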;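 also: 0% = DMSO only wells and 100% = clavulanate BLA inhibitor control wells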
NCOA2 inhibitor: inhibits human steroid receptor coactivator 2. Q15596. HEK293 GAL4-SRC2 luciferase reporter, luminescence. inhibition, % at 9 µM. 0.17% of 370,000 active. AID 651957;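 active = inhibition above the mean inhibition of all tested compounds plus 3 SD, set per campaign, cut at about 52% in these data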;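 also: 0% = DMSO treated cells and 100% = cells given Gossypol at 36 µM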
Target sequence (Q15596 whole entry, looked up, the tested form may be a part): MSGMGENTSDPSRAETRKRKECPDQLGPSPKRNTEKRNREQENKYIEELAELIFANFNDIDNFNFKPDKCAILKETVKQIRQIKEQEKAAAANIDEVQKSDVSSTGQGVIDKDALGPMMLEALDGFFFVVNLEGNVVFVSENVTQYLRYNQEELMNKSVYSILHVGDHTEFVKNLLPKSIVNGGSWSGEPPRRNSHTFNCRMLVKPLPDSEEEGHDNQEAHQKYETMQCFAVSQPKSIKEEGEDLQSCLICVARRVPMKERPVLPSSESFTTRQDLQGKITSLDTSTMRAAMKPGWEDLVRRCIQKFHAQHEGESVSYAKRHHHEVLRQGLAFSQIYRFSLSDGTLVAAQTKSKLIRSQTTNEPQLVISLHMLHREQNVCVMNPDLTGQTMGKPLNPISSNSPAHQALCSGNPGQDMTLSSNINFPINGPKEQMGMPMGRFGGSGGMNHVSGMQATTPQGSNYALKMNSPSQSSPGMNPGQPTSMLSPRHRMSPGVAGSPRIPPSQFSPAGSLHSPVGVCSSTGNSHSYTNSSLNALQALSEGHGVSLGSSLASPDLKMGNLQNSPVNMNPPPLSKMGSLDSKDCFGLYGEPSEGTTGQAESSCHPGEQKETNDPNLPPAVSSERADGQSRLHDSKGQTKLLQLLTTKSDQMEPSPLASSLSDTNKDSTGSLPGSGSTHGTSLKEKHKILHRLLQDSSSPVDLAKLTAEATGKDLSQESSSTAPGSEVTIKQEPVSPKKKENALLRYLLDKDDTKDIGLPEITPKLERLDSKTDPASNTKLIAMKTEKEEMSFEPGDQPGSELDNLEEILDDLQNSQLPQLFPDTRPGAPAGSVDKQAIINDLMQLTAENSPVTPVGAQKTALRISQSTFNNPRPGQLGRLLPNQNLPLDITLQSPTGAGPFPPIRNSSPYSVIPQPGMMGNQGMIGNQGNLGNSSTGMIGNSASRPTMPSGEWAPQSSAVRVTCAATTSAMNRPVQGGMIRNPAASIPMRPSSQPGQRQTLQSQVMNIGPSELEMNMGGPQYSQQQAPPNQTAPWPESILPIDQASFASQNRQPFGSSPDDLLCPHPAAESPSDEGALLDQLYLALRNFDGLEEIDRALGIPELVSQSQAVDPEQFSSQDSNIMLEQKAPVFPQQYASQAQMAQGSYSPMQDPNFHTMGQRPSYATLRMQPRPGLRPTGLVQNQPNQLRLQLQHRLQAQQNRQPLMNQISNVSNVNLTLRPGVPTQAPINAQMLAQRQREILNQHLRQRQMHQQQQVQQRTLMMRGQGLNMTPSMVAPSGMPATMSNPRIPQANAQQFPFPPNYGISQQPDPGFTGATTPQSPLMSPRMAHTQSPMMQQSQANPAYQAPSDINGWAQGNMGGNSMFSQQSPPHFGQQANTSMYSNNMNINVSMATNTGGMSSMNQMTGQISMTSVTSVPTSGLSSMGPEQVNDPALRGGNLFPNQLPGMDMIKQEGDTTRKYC
* = called active by the depositor; nt = not tested or not shown.

nr	EBV LMP1 NFkB	NR2F2 inh	SMILES	TLR9-MyD88 block	NCOA2 inhibitor
1	nt	-3.5	Cc1ccc(CN2CCCCC(NC(=O)c3ccc(C)cc3)C2=O)cc1 (stereo not drawn)	nt	-9.0
2	nt	2.4	Fc1ccc(-c2n[nH]c(=S)n2N=Cc2ccc(-c3ccccc3)cc2)cc1	nt	-9.8
3	nt	-0.2	CCn1c2ccccc2c2cc(NC(=O)COC(=O)c3cc(F)ccc3C)ccc21	nt	-14.6
4	nt	2.8	O=C(NC1CC1)c1ccc2c(c1)S(=O)(=O)c1cc(Cl)ccc1C2=O	nt	-4.9
5	nt	-1.2	O=c1[nH]c(=O)c2ccccc2o1	nt	19.0
6	nt	-6.8	COC(=O)[C@]12C[C@H](CC(=O)N3CCCCC3)C(=O)N(Cc3ccc(Cl)cc3Cl)C1=C[C@H](C(C)(C)C)O[C@@H]2C	nt	-7.2
7	nt	-16.9	COC(=O)Cc1nnn2c1CC(OC)c1cc(Br)ccc1-2 (stereo not drawn)	nt	-7.6
8	nt	9.7	C=CCN1C(=O)c2n[nH]c(C(C)C)c2C1c1ccc(C)cc1 (stereo not drawn)	nt	26.0

(continued)
nr	EBV LMP1 NFkB	NR2F2 inh	SMILES	TLR9-MyD88 block	NCOA2 inhibitor
9	nt	10.7	Nn1c(SCC(=O)Nc2ccc(OCc3ccccc3)cc2)nnc1-c1cc(-c2ccc(Cl)cc2)n[nH]1	nt	-23.0
10	nt	-4.5	CCOC(=O)[C@]12CCCC=C1N(CCCOC)C(=O)[C@@H]2CC(=O)N1CCN(C(=O)c2ccco2)CC1	nt	-44.9
11	nt	-10.1	CCCCNC(=O)C[C@@H]1C(=O)N(CCc2ccc(Cl)cc2)C2=CCCCC[C@]21C(=O)OC	nt	-9.5
12	nt	-0.8	Cc1ccccc1NC(=O)Nc1ccc2c(c1)C(=O)N(C)[C@H]1CC[C@H](CC(=O)NCC3CC3)O[C@@H]1CO2	nt	-50.6
13	nt	4.8	O=C(NCc1ccccc1)[C@H]1CCCN1C(=O)[C@H]1CCCN1C(=O)N1CCOCC1	nt	4.0
14	nt	-10.2	CNC(=O)c1c(NC(=O)c2ccc(S(=O)(=O)N(C)c3ccccc3)cc2)sc2c1CCN(C(C)C)C2	nt	-46.1
15	nt	1.3	CC(C)CNS(=O)(=O)CC1NCc2cc3c(cc21)OCO3 (stereo not drawn)	nt	-22.4
16	nt	-7.2	O=C(N/N=C/c1ccncc1)c1cccc([N+](=O)[O-])c1	nt	-10.9

Carrying on:
nr	EBV LMP1 NFkB	NR2F2 inh	SMILES	TLR9-MyD88 block	NCOA2 inhibitor
17	nt	4.6	CCN(C(=O)[C@@H](C)[C@@H](O)c1ccc(C(C)=O)cc1)c1ccccc1	nt	-22.4
18	nt	13.9	Cc1ccccc1NC(=O)C1CCCN1S(=O)(=O)c1cccnc1 (stereo not drawn)	nt	-29.3
19	nt	9.7	O=C(CN1C(=O)c2ccccc2C1=O)Nc1nc(-c2cccc([N+](=O)[O-])c2)cs1	nt	0.1
20	nt	-6.3	Nc1nc2c(ncn2[C@@H]2O[C@H](C(=O)N[C@@H](Cc3ccccc3)C(=O)NCc3ccc4c(c3)OCO4)[C@@H](O)[C@H]2O)c(=O)[nH]1	nt	5.5
21	nt	7.9	COc1ccc(-c2cc(-c3nnc(SCC(=O)Nc4ccccc4-c4ccccc4)n3N)[nH]n2)cc1	nt	-27.7
22	nt	17.8	O=C(c1ccc(F)cc1)C1CCN(CCCn2c(=O)[nH]c3ccccc32)CC1	nt	-9.4
23	nt	2.3	COC(=O)[C@H]1C[C@@]2(c3ccccc3)c3ccccc3N[C@H]2N1	nt	-23.9
24	nt	3.3	O=S1(=O)N[C@H](Cc2ccccc2)COc2cc(N3CCOCC3)ccc21	nt	6.9

22 entries from above, ordered by formula weight, highest first.
nr	EBV LMP1 NFkB	NR2F2 inh	SMILES	TLR9-MyD88 block	NCOA2 inhibitor
6	nt	-6.8	COC(=O)[C@]12C[C@H](CC(=O)N3CCCCC3)C(=O)N(Cc3ccc(Cl)cc3Cl)C1=C[C@H](C(C)(C)C)O[C@@H]2C	nt	-7.2
9	nt	10.7	Nn1c(SCC(=O)Nc2ccc(OCc3ccccc3)cc2)nnc1-c1cc(-c2ccc(Cl)cc2)n[nH]1	nt	-23.0
14	nt	-10.2	CNC(=O)c1c(NC(=O)c2ccc(S(=O)(=O)N(C)c3ccccc3)cc2)sc2c1CCN(C(C)C)C2	nt	-46.1
12	nt	-0.8	Cc1ccccc1NC(=O)Nc1ccc2c(c1)C(=O)N(C)[C@H]1CC[C@H](CC(=O)NCC3CC3)O[C@@H]1CO2	nt	-50.6
10	nt	-4.5	CCOC(=O)[C@]12CCCC=C1N(CCCOC)C(=O)[C@@H]2CC(=O)N1CCN(C(=O)c2ccco2)CC1	nt	-44.9
21	nt	7.9	COc1ccc(-c2cc(-c3nnc(SCC(=O)Nc4ccccc4-c4ccccc4)n3N)[nH]n2)cc1	nt	-27.7
11	nt	-10.1	CCCCNC(=O)C[C@@H]1C(=O)N(CCc2ccc(Cl)cc2)C2=CCCCC[C@]21C(=O)OC	nt	-9.5
13	nt	4.8	O=C(NCc1ccccc1)[C@H]1CCCN1C(=O)[C@H]1CCCN1C(=O)N1CCOCC1	nt	4.0
19	nt	9.7	O=C(CN1C(=O)c2ccccc2C1=O)Nc1nc(-c2cccc([N+](=O)[O-])c2)cs1	nt	0.1
3	nt	-0.2	CCn1c2ccccc2c2cc(NC(=O)COC(=O)c3cc(F)ccc3C)ccc21	nt	-14.6
22	nt	17.8	O=C(c1ccc(F)cc1)C1CCN(CCCn2c(=O)[nH]c3ccccc32)CC1	nt	-9.4
2	nt	2.4	Fc1ccc(-c2n[nH]c(=S)n2N=Cc2ccc(-c3ccccc3)cc2)cc1	nt	-9.8
4	nt	2.8	O=C(NC1CC1)c1ccc2c(c1)S(=O)(=O)c1cc(Cl)ccc1C2=O	nt	-4.9
7	nt	-16.9	COC(=O)Cc1nnn2c1CC(OC)c1cc(Br)ccc1-2 (stereo not drawn)	nt	-7.6
1	nt	-3.5	Cc1ccc(CN2CCCCC(NC(=O)c3ccc(C)cc3)C2=O)cc1 (stereo not drawn)	nt	-9.0
18	nt	13.9	Cc1ccccc1NC(=O)C1CCCN1S(=O)(=O)c1cccnc1 (stereo not drawn)	nt	-29.3
17	nt	4.6	CCN(C(=O)[C@@H](C)[C@@H](O)c1ccc(C(C)=O)cc1)c1ccccc1	nt	-22.4
15	nt	1.3	CC(C)CNS(=O)(=O)CC1NCc2cc3c(cc21)OCO3 (stereo not drawn)	nt	-22.4
8	nt	9.7	C=CCN1C(=O)c2n[nH]c(C(C)C)c2C1c1ccc(C)cc1 (stereo not drawn)	nt	26.0
23	nt	2.3	COC(=O)[C@H]1C[C@@]2(c3ccccc3)c3ccccc3N[C@H]2N1	nt	-23.9
16	nt	-7.2	O=C(N/N=C/c1ccncc1)c1cccc([N+](=O)[O-])c1	nt	-10.9
5	nt	-1.2	O=c1[nH]c(=O)c2ccccc2o1	nt	19.0

The list continues.
nr	EBV LMP1 NFkB	NR2F2 inh	SMILES	TLR9-MyD88 block	NCOA2 inhibitor
25	nt	3.8	COc1ccc(C(C)(C)C)cc1N1C(=O)[C@@H]2CSCCS(=O)(=O)N2C1=O	nt	3.0
26	nt	7.7	COc1ccc([C@H]2OC(=O)C[C@H]2C(=O)N2CCCCC2)cc1OC	nt	-15.0
27	nt	14.3	CC(=O)N1CCN(C2=Nc3ccccc3Sc3ccccc32)CC1	nt	11.9
28	nt	-6.1	CCCc1nc2sc3c(=O)[nH]cnc3c2c2c1CCCC2	nt	3.8
29	nt	9.6	COc1ccccc1C(=O)CSc1nnc(-c2ccccn2)n1-c1ccccc1	nt	-2.7
30	nt	0.9	CCOC(=O)N1CCc2c(sc(N)c2C#N)C1	nt	-21.1
31	nt	-13.9	O=[N+]([O-])c1cc(/C=N/Nc2nc3ccccc3[nH]2)c(O)cc1O	nt	26.1
32	nt	-2.8	COc1cc(C(=O)NC2CCCCN(C)C2=O)cc(OC)c1OC (stereo not drawn)	nt	-7.7

The list continues.
nr	EBV LMP1 NFkB	NR2F2 inh	SMILES	TLR9-MyD88 block	NCOA2 inhibitor
33	nt	-27.8	COC(=O)[C@]12C[C@H](CC(=O)NCC3CCCCC3)C(=O)N(Cc3ccco3)C1=C[C@H](C(C)C)O[C@@H]2C1CC1	nt	18.6
34	nt	-9.2	COC(=O)c1ccc2nc(-c3ccccc3)c(Cc3cccc(Cl)c3)n2c1	nt	-26.1
35	nt	12.3	C=CCN1[C@@H](C)[C@H](c2ccccc2)Oc2cccc(NCC(C)C)c2S1(=O)=O	nt	3.4
36	nt	1.0	CCOC(=O)N1CCN(C(=O)c2ccc3c(=O)n4c(nc3c2)CCCCC4)CC1	nt	-5.1
37	nt	-9.0	COc1ccc(C(C(=O)N(C)C2CCCC2)N(Cc2ccc(F)cc2)C(=O)c2csc(N3CCOCC3)n2)cc1OC (stereo not drawn)	nt	-5.8
38	nt	0.6	COC(=O)c1ccccc1	nt	3.0
39	nt	9.0	O=C(/C=C/c1cccc(Br)c1)Nc1nn[nH]n1	nt	3.1
40	nt	42.7*	CC1CN(c2nc3ccccc3nc2SCC(=O)N2CCN(S(=O)(=O)c3ccccc3)CC2)CC(C)O1 (stereo not drawn)	nt	11.9

(cont.)
nr	EBV LMP1 NFkB	NR2F2 inh	SMILES	TLR9-MyD88 block	NCOA2 inhibitor
41	nt	23.1	COC(=O)c1cc2c(c3c4cc(F)ccc4n(S(=O)(=O)c4ccccc4)c13)C(=O)N(Cc1ccccc1OC)C2	nt	-51.2
42	nt	-9.8	COC(=O)C1CCC(CNC(=O)C(Cc2ccc3c(c2)OCO3)NC(C)=O)CC1 (stereo not drawn)	nt	-14.2
43	nt	-9.6	COc1ccc2ccccc2c1C=Nn1c(-c2cc(-c3ccccc3)n[nH]2)n[nH]c1=S	nt	-19.9
44	nt	-12.5	CCCCN(C)C(=O)CSc1nnc(-c2cc(OC)c(OC)c(OC)c2)o1	nt	-0.4
45	-5.0	3.0	CC1=NN(c2ccccc2)C(=O)/C1=C/c1ccc(-c2ccc(C)c(C(=O)O)c2)o1	nt	-30.1
46	-6.3	4.9	Cc1cc(-n2c(C)c3c(C)nnc(C)c3c2C)ccc1N	nt	21.2
47	-2.8	21.8	Cc1ccc(C(=O)c2c3ccc([N+](=O)[O-])cc3[n+]([O-])n2CCC(N)=O)cc1	-0.3	-1.4
48	-36.3	-24.6	Nc1nnc(SCC(=O)c2ccc3ccccc3c2)s1	6.6	-91.6

Screening data as filed in PubChem.

Some of the compounds tested (hit frequency here may not be typical).
